From PubChem
hgDAF12 agonist: agonists of H. glycines DAF-12 nuclear receptor; HEK293 GAL4-hgDAF12 UAS-luciferase reporter, agonist luminescence; normalized to butyrate control; activation, % at 6.8 µM; actives 1.8% (n = 370,000);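 active = activation above a cutoff set at the mean of all screened compounds plus 3 SD, cut at about 10% in these data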;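 also: 0% = DMSO wells and 100% = sodium butyrate wells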
hcDAF12 agonist: H. contortus DAF-12 activation, primary screen. HEK293 hcDAF-12 lit1-tk-luc reporter, luminescence; 0% DMSO, 100% Δ7-dafachronic acid. activation, % at 6.8 µM. actives 1.4% (n = 370,000);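 active = activation above the mean of all tested compounds plus 3 SD, cut at about 5.5% in these data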;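 also: 100% = response to 3 µM Δ7-dafachronic acid high control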
PLC-beta3 inh: PLC-beta3 (human) inhibition, primary screen. Q01970. actives 0.18% (n = 370,000). AID 720704. Purified PLC-beta3, fluorogenic substrate, fluorescence. inhibition, % at 12.2 µM; in the data active = inhibition above about 11%;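 also: 0% = median of compound wells on plate and 100% = full blocker control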
MBD2 inh: MBD2-methylated oligo binding inhibition. Q9UBB5. TR-FRET, MBD2 binding to methylated oligonucleotide. inhibition, % at 4.4 µM. actives 0.31% (n = 370,000); in the data active = inhibition above about 13%
Target sequence (Q9UBB5 whole entry, looked up): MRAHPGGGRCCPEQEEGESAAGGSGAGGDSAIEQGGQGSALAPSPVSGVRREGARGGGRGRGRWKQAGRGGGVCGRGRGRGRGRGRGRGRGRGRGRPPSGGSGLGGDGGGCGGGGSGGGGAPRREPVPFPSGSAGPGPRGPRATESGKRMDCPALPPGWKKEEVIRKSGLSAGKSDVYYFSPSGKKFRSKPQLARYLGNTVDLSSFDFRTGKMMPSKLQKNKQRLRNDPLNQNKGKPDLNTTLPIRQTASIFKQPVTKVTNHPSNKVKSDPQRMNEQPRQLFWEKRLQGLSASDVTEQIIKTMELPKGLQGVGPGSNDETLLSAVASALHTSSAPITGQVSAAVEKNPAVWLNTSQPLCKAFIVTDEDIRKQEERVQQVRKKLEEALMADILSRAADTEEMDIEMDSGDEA
DAX1 inh-1: blocks DAX1 repression of SF-1 activated StAR promoter. HEK293T StAR-luciferase reporter, SF-1/DAX-1 repression relief. inhibition, % at 6.8 µM. actives 1.1% (n = 370,000). AID 652010;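 active = inhibition above the mean over all tested compounds plus 3 SD, cut at about 3.6% in these data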;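 also: 0% = DAX-1 cells with DMSO and 100% = cells lacking DAX-1 with DMSO; higher inhibition means more luminescence from relief of DAX-1 repression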
DAX1 inh-2: inhibits human nuclear receptor DAX1 | AID 504766 | inhibition, % at 6.75 µM | actives 0.99% (n = 340,000) | HEK293 Gal4-DAX1 luciferase reporter, luminescence | P51843;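 active = inhibition above the mean over all tested compounds plus 3 SD, cut at about 4.2% in these data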;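 also: 0% = DAX1-transfected cells with DMSO and 100% = empty-vector control cells with DMSO; inhibition shows as a rise in luminescence from relieved DAX1 repression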
SMARCA2 act: increases SMARCA2 function in MMTV reporter cells; MG213 cells, MMTV-luciferase reporter, dexamethasone, overnight; activation, % at 9.1 µM; actives 1% (n = 370,000); in the data active = activation above about 7.8%;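 also: 0% = vehicle wells and 100% = reference activator wells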
ssDAF-12 act: S. stercoralis DAF-12 activation, primary screen. HEK293 ssDAF-12/GRIP1 lit1-tk-luc reporter, luminescence; % of 3 µM dafachronic acid response. activation, % at 6.8 µM. actives 1% (n = 370,000);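 active = activation above the mean over all tested compounds plus 3 SD, cut at about 0.9% in these data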;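 also: 0% = DMSO-only wells and 100% = 3 µM delta7-dafachronic acid wells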
ADAM17 inh: inhibits human ADAM17. P78536. recombinant ADAM17, EDANS/DABCYL FRET peptide cleavage. inhibition, % at 6.95 µM. actives 0.83% (n = 370,000). AID 720648;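 active = inhibition above the mean of compounds lying between control limits plus 3 SD, set per campaign, cut at about 8.5% in these data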;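 also: 0% = DMSO-only wells as the low control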
Target sequence (P78536 215-824 limits assumed): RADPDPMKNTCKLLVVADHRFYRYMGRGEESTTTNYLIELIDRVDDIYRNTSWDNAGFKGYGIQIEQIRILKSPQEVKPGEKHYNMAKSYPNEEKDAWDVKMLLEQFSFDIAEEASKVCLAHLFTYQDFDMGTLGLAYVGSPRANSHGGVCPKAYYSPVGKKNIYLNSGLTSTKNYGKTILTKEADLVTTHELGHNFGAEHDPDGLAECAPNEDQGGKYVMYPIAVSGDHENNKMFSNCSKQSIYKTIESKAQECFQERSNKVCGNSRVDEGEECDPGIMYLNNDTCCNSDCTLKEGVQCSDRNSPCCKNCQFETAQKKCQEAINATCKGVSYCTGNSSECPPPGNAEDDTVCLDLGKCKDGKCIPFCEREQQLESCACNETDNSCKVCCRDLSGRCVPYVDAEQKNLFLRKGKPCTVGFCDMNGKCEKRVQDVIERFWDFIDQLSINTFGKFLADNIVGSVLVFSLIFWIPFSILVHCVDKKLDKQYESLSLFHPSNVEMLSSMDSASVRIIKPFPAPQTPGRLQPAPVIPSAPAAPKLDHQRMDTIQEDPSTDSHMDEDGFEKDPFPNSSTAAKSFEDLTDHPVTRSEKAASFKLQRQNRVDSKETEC
PLCg1 inh: inhibitors of human phospholipase C gamma1; inhibition, % at 12.2 µM; P19174; AID 720700; purified PLC-gamma1, fluorogenic substrate, fluorescence; actives 0.84% (n = 370,000); in the data active = inhibition above about 9.5%
Rev-erbA mod: Rev-erb alpha (human) modulation. P20393. Rev-erbα–FITC-DNA binding, fluorescence polarization, 90 min. activity, % at 10 µM. actives 0.79% (n = 370,000);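 active = activity above about 14%, limit read from the data; passing the limit was not always enough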;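 also: 0% = DMSO wells with 35 nM protein and 100% = DMSO wells with 750 nM protein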
An asterisk follows results filed as active; . = no result given.

SMILES	hgDAF12 agonist	hcDAF12 agonist	PLC-beta3 inh	MBD2 inh	DAX1 inh-1	DAX1 inh-2	SMARCA2 act	ssDAF-12 act	ADAM17 inh	PLCg1 inh	Rev-erbA mod
CCN(C(=O)COC(=O)c1cc(-c2ccccc2)nc2ccc(Br)cc12)C1CCS(=O)(=O)C1 (stereo not drawn)	-3.1	-0.8	-26	-3	-0.1	0.1	-5	-1.2	-6	0	42*
Cc1ccc(NC(=O)CNC2CCCCC2)cc1Cl	-3.2	-1.7	0	5	-0.2	-0.6	0	0.3	-4	2	1
COc1ccc(-c2cc(C(F)(F)F)nc(-n3ccnc3)n2)cc1	-0.8	0.2	-28	2	0.6	-0.9	-3	-1.1	-5	-7	3
O=C(COC(=O)c1ccc(O)cc1)Nc1ccc(N2CCCCC2)cc1	5.7	-1.1	-2	-2	0.7	0.3	-3	-1.0	-3	4	-4
NS(=O)(=O)c1ccc(CCNC(=O)C2COc3ccccc3O2)cc1 (stereo not drawn)	0.3	-0.7	-5	2	0.0	0.2	-2	-1.7	-5	3	7
COc1ccc(C(c2nnnn2Cc2ccc(F)cc2)N2CCN(c3ccc(OC)cc3)CC2)cc1 (stereo not drawn)	-2.8	-0.3	1	-1	-0.6	1.7	0	-0.9	-5	0	6
Cc1cccc(NC(=O)Nc2c(C)n(C)n(-c3ccccc3)c2=O)c1C	-1.5	1.5	-10	2	-1.7	0.0	0	-0.1	-7	5	3
CCOc1ccc(N/C=C\C(=O)c2ccc3c(c2)OCO3)cc1	2.4	-1.4	-72	-1	0.2	1.0	6	-0.9	3	-50	-5
COc1ccc(NC(=O)c2cccnc2Sc2ccccc2)c(OC)c1	1.5	-1.7	-1	1	-0.3	1.8	0	-1.9	-1	-1	5
COC(=O)c1cc2c(c3c4cc(C)ccc4n(S(=O)(=O)c4ccc(C)cc4)c13)C(=O)N(Cc1ccc(C(F)(F)F)cc1)C2	1.8	1.5	-1	-7	-0.5	.	-1	-0.8	2	-4	11
CCC1CCCCN1C(=O)CSc1nnc(-c2c[nH]c3ccccc23)o1 (stereo not drawn)	-0.7	-1.1	2	-3	0.2	-2.0	0	-2.0	4	9	-2
COc1ccc(CC(NC(C)=O)C(=O)NC2CCN(S(=O)(=O)c3ccccc3)CC2)c(OC)c1 (stereo not drawn)	-0.3	1.5	-2	-2	0.5	-0.1	0	-1.2	1	0	3
CCCn1cc(NC(=O)c2cc(-c3ccccc3)on2)cn1	22*	0.2	0	-4	-0.2	3.3	1	-0.7	-2	3	-3
C=CCn1c(C)cc(C(=O)Cn2nc(C(=O)O)c3ccccc3c2=O)c1C	15*	1.7	-4	-2	5.0*	1.9	7.9*	0.9*	-1	-2	0
CCCCC(=O)Nc1nc2ccc(C(=O)OC)cc2s1	11*	1.4	-3	-1	1.6	0.3	7	-0.8	-3	2	-3
CCC(C)c1ccccc1NC(=O)COC(=O)c1ccc(N2CCCC2)c([N+](=O)[O-])c1 (stereo not drawn)	3.8	1.4	3	5	-0.5	-0.5	0	-0.8	2	0	1
COc1ccc(C(=O)Nc2c3c(nn2C(C)(C)C)CS(=O)(=O)C3)cc1OC	-0.4	-0.1	1	-1	0.0	0.1	0	-1.3	-1	0	0
COc1ccccc1N(CC(=O)NC1CCCC1)S(=O)(=O)c1ccc(C)cc1	-1.8	-1.4	-7	3	-0.6	1.7	-2	-1.3	-3	0	-3
Cc1nn2cc(-c3ccc(Cl)cc3)cnc2c1Cl	6.0	0.8	-7	2	1.6	1.6	-1	-0.6	-4	0	6
C/C(=N\NC(=O)c1ccc2c(c1)OCO2)c1ccc(O)cc1	6.8	0.4	-7	-4	1.3	0.5	1	0.0	-1	-2	4
O=C(Nc1ccccc1N1CCCC1)c1ccc2c(c1)OCO2	-1.0	-1.8	1	-4	-0.6	0.4	0	-0.8	0	1	0
Cc1ccc(C(O)(CNCc2ccccc2)c2ccccc2)cc1 (stereo not drawn)	0.7	-0.6	-3	-3	0.0	0.1	1	-0.8	-1	0	1
CCOC(=O)C1=C(SCC(=O)Nc2ccccc2)NC(=O)C(C#N)C12CCCCC2 (stereo not drawn)	0.0	-2.2	-1	3	0.0	-1.4	-3	-1.4	1	0	-1
COCc1cc(C)nc(OCC(=O)N/N=C/c2ccco2)c1C#N	-2.1	-2.0	-18	1	0.2	-0.5	-3	-0.8	-58	-12	4
CCOc1cc(C)c(Cl)cc1S(=O)(=O)NCc1ccco1	-1.7	-1.6	-1	2	0.6	0.6	0	-1.1	-4	3	-2
O=S(=O)(c1cc(Cl)ccc1Cl)N1CCNCC1	0.3	-0.8	0	0	-0.7	0.6	0	-1.1	-2	6	2
c1cncc(-c2ccc3ncnc(NCc4cccs4)c3c2)c1	2.5	-2.5	-3	-5	-0.1	1.0	3	-1.6	-3	-4	-6
C/C(=N\OC(=O)c1ccc(OC(C)C)cc1)c1ccc(C)c(C)c1	-0.2	0.5	0	-6	-0.7	-0.3	-6	-1.0	-5	-1	-5
Cc1ccc(C(=O)N/C(=C\c2ccco2)C(=O)N2CC(C)OC(C)C2)cc1C (stereo not drawn)	1.7	-0.6	-29	0	-0.3	1.1	1	-1.4	2	-15	0
O=C(OCC(=O)N1CCN(C(=O)c2ccco2)CC1)c1ccc(S(=O)(=O)N2CCCCC2)cc1	2.6	-0.8	6	-2	0.3	2.6	1	-1.5	4	5	-5
O=C(CSCCc1ccccn1)Nc1cccnc1	0.1	-0.1	1	1	0.0	0.2	0	-0.8	1	4	0
CN(C)c1ccc(CC(=O)N2CCCCC2c2cc(C(=O)Nc3cccc4c3CCCC4)no2)cc1 (stereo not drawn)	-2.5	-0.4	1	-9	-0.7	.	-2	-1.5	2	1	-6
Cc1ccc(CSc2ncccc2C(=O)O)cc1	-0.3	-1.1	-2	-1	-0.3	-0.6	-1	-0.4	-4	-1	3
COC(=O)CCc1sc(Nc2ccc(Br)cc2)nc1-c1ccc(OC)cc1	-0.8	1.4	-14	4	0.0	0.9	-4	-1.6	4	-6	-5
CCOc1ccccc1CN1CCC(n2nccc2NC(=O)C2CCCC2)CC1	-0.4	-0.8	-5	-2	-0.3	0.6	0	-1.0	-2	2	-1
Cc1nn(-c2ccc(F)cc2)c(Cl)c1C(=O)NCC1CCCO1 (stereo not drawn)	0.9	-2.3	-4	-1	2.1	1.4	-1	-1.4	-2	1	-1
CC(=O)Oc1ccc(-c2cccc(C(=O)NCCCO)c2)cc1	0.2	-1.1	4	-3	-0.1	0.8	-1	-0.7	0	7	-2
O=[N+]([O-])c1cccc(N(CC(O)CN2CCCCC2)S(=O)(=O)c2ccccc2)c1 (stereo not drawn)	-1.9	0.3	4	3	0.5	-0.3	0	-0.9	1	0	-4
CCN1C(=O)/C(=C2\SC(=S)N(NC(=O)c3ccccc3O)C2=O)c2ccccc21	1.9	3.6	-49	-4	-0.1	2.2	-2	-0.1	-12	-26	-8
COc1ccc(CCNC(=O)CNCC(c2ccccc2)N(C)C)cc1OC (stereo not drawn)	1.8	-0.7	0	-6	0.0	1.8	0	-0.9	-4	1	-2
CCc1c(C)sc2nc3c(C(=O)N4CCOCC4)cc(C(=O)c4ccccc4O)cn3c(=O)c12	-2.9	-1.2	-20	-3	-0.1	-0.5	-1	-1.8	0	-6	-1
CC1(C)Oc2ccc(C(=O)NC3CCCC3)cc2N(CC(=O)N2CCOCC2)C1=O	0.9	-0.8	2	1	-0.8	-1.4	-2	-0.1	-4	3	-2
CC(=O)Nc1ccc(Oc2ccc3c(c2)C(=O)NC3=O)cc1	0.7	0.0	2	4	0.1	0.3	-1	-1.0	-1	0	-1
O=C(NC1CCCCC1)c1cccc(Cn2cc(Cl)cn2)c1	-1.2	-1.6	4	-4	0.1	-0.3	0	-1.6	4	9	6
CCN(C(=O)CSc1n[nH]c(-c2cccs2)n1)C1CCS(=O)(=O)C1 (stereo not drawn)	0.1	0.9	-2	1	0.1	0.3	-5	-0.2	-5	1	-6
COC(=O)CC(c1ccccc1F)N1Cc2ccccc2C1=O (stereo not drawn)	-2.5	-1.3	-5	-7	-0.2	0.2	-1	-0.5	2	2	1
O=S(=O)(c1ccsc1)N1CC=C(c2ccccc2)CC1	-1.4	1.0	-2	-4	-0.4	-0.5	-1	-1.1	-4	1	6
COc1ccc(N/C=C/C(=O)c2ccc(Oc3ncccn3)cc2)cc1	0.7	-2.1	-15	-4	-0.2	-0.3	0	-2.0	-4	-10	-11
CCOC(=O)Cc1csc(NC(=O)C2C3C=CC(C3)C2C(=O)O)n1 (stereo not drawn)	1.6	-1.8	-2	0	0.5	-0.1	-1	-0.8	-3	1	1
CCOc1ccc(-c2nc(CSCC(=O)NCc3ccco3)c(C)o2)cc1	-6.8	-4.0	0	-5	-1.2	-2.4	-7	-2.2	-7	-2	-2

Already shown: an excerpt of the list.
SMILES	hgDAF12 agonist	hcDAF12 agonist	PLC-beta3 inh	MBD2 inh	DAX1 inh-1	DAX1 inh-2	SMARCA2 act	ssDAF-12 act	ADAM17 inh	PLCg1 inh	Rev-erbA mod
CCN(C(=O)COC(=O)c1cc(-c2ccccc2)nc2ccc(Br)cc12)C1CCS(=O)(=O)C1 (stereo not drawn)	-3.1	-0.8	-26	-3	-0.1	0.1	-5	-1.2	-6	0	42*
Cc1ccc(NC(=O)CNC2CCCCC2)cc1Cl	-3.2	-1.7	0	5	-0.2	-0.6	0	0.3	-4	2	1
COc1ccc(-c2cc(C(F)(F)F)nc(-n3ccnc3)n2)cc1	-0.8	0.2	-28	2	0.6	-0.9	-3	-1.1	-5	-7	3

Carrying on:
SMILES	hgDAF12 agonist	hcDAF12 agonist	PLC-beta3 inh	MBD2 inh	DAX1 inh-1	DAX1 inh-2	SMARCA2 act	ssDAF-12 act	ADAM17 inh	PLCg1 inh	Rev-erbA mod
CCn1c(C)nc2cc(C(=O)NNC(=S)Nc3ccc(C)cc3)ccc21	-2.3	-2.8	-20	2	-0.1	-1.5	-4	-1.7	-6	-4	-11
CCC(C)NC(=O)CSc1nc2ccccc2c(=O)n1Cc1ccc(OC)cc1 (stereo not drawn)	-2.7	0.2	3	2	-0.9	2.5	-2	-1.0	-2	3	-2
Cc1ccc(C2CC(C(F)(F)F)n3nc(C(=O)NCCN4CCOCC4)cc3N2)cc1 (stereo not drawn)	-0.2	-1.2	-2	3	-0.8	-1.2	-2	-1.4	-2	4	-3
CCOCCCNC(=O)CCCOc1ccccc1	-1.8	0.1	3	3	0.1	0.3	0	-1.0	-4	4	-8
Cc1ccc(NC(=O)c2ccc(OC(=O)COc3ccc(Cl)cc3C)cc2)cc1	13*	6.1*	3	4	3.9*	0.7	3	0.4	2	1	3
COc1ccccc1C(=O)NCCC(=O)NNC(=O)c1ccccc1O	1.4	4.2	-50	0	0.0	-0.5	-1	0.0	-61	-27	3
O=C(c1ccc(F)cc1)N1C2CCC1CC(O)(c1ccc(F)cc1)C2 (stereo not drawn)	0.3	-0.6	3	-2	0.2	1.5	-1	-1.5	-2	2	-6
C/C(=N\NC(=O)c1cccc(C)c1)c1cccc(NC(=O)c2ccco2)c1	8.4	0.8	0	7	-0.1	2.3	11*	-0.8	3	0	5
COc1ccc2[nH]cc(CCNC(=O)/C=C/[C@H]3O[C@@H](n4cnc5c(NC(=O)c6ccccc6)ncnc54)[C@H](O)[C@@H]3O)c2c1	-0.7	-0.4	-3	3	-0.2	.	-2	0.6	-3	-4	-5
